Nrf2 block: Nrf2 pathway inhibition; A549 ARE-Fluc reporter, luciferase luminescence, 18-24 h; Potency, µM (doses to about 46 µM), for the others: at the highest dose activity change, negative = inhibition, most hits filed as inhibitors; 360,000 compounds, 2.1% hits; also: potency is read from the fitted curve at half-maximal effect; % is scaled to controls: 0 for no effect and ±100 for the full control effect; nearly all actives have a fitted effect of over 60% in size
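Nrf2 activity is the BugLite luminescence, read 15 min after reagent at room temperature, following CellTiter-Fluor cytotoxicity readout (30 min, 37C). Compound titrations were applied for 18-24 h to 5000 A549 ARE_Fluc cells/well in 5% FBS OPTI-MEM.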
TGFb SMAD3 inh: blocks TGF-b signaling; HepG2 CAGA-GFP TGF-b/SMAD3 reporter, GFP fluorescence, 18 h; TGF-beta stimulated, 500 pg/mL final; Potency, µM (highest dose often 46.1 µM), inactives show at the highest dose activity, negative = inhibition, usual class: inhibitors; 410,000 compounds, 1.2% hits; AID 588855; also: potency is read from the fitted curve at half-maximal effect; % is scaled to controls: 0 for no effect and ±100 for the full control effect; nearly all actives have a fitted effect of over 65% in size
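Cell-based qHTS in HEPG2 carrying a CAGA-GFP Smad reporter; compounds added before 500 pg/mL final TGF-beta, 18 h incubation at 37 degrees C, GFP fluorescence quantified per cell by imaging cytometry.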
Nrf2 activator: activators of Nrf2 (ARE) signaling; AREc32 ARE-luciferase reporter (MCF7-derived line), luminescence, 24 h; Potency, µM (top dose mostly 46.1 µM), inactives show at the top dose activation, usual class: activators; 410,000 compounds, 0.31% hits; AID 624171; also: potency is read from the fitted curve at half-maximal effect; % of control where 0% means no effect; nearly all actives have a fitted effect of over 65% in size
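Nrf2 activation is followed as ARE-luciferase induction in the AREc32 line after one day of compound treatment; luminescence is read with Steady-Glo.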
pAkt inh: Akt phosphorylation inhibition; activity change, % for hits at 50 µM; 360,000 compounds, 0.32% hits; Neuro2A IGF-stimulated pAkt S473 HTRF, 20 min; stronger effect = lower value; in the data active = activity change below about -80%; inconclusive = mostly about -51% to -80%; also: % is scaled to controls: 0 for no effect and ±100 for the full control effect
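Single-point screen (50 µM final compound) in Neuro2A cells stimulated 20 min with 6 nM IGF at 37 deg C. After lysis, Ser473-phosphorylated Akt read by HTRF (ex 330 nm, em 615/665 nm) as the 665/615 ratio.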
HepG2 tox: HepG2 cytotoxicity, counter-screen for TGF-b inhibitors; HepG2 CAGA-GFP viability, ATP luminescence, 18 h; Potency, µM (top dose mostly 46.1 µM), for inactives: at the top dose activity change, negative = cytotoxicity, actives largely listed as cytotoxic; 410,000 compounds, 0.76% hits; AID 588856; also: potency is read from the fitted curve at half-maximal effect; some results filed as inactive show a strong effect at the top dose
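CellTiter-Glo luminescence gave cytotoxicity after 18 hours at 37 degrees C. The cells were HepG2 CAGA-GFP in 1% FBS DMEM, stimulated with 500 pg/mL TGF-beta after compound addition. %Activity was normalised to no-cell wells (complete cell-killing) and DMSO (no toxicity), and curves were fitted and classified.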
MmCpn inh: inhibitors of Methanococcus maripaludis chaperonin (MmCpn). purified Mm-Cpn ATPase, ADP Transcreener TR-FRET. Potency, µM (highest dose often 76.9 µM), without a hit: top-dose activity, negative = inhibition, hits mostly inhibitors. 330,000 compounds, 0.031% hits; also: potency is read from the fitted curve at half-maximal effect; % is scaled to controls: 0 for no effect and ±100 for the full control effect; nearly all actives have a fitted effect of over 80% in size
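Purified archaeal Mm-CPN (25nM final) preincubated 10 min at 37degC with compound, then 10uM ATP for 30 min at 37degC; ADP measured by HTRF Transcreener TR-FRET; buffer 30 mM TRIS pH 7.4, 100mM KCl, 5mM MgCl2, 1mM DTT.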
S2 tox: viability counter-screen for ATXN expression inhibitors; 400,000 compounds, 0.49% hits; S2 cells (HEK-293 line with an ATXN2-luciferase reporter) viability, CellTiter-Fluor protease fluorescence, 24 h; Potency, µM (doses to about 56.7 µM), actives largely listed as cytotoxic; also: potency is read from the fitted curve at half-maximal effect; nearly all actives have a fitted effect of over 40% in size
A549 tox: kills or reduces viability of A549 cells in Nrf2 counter-screen; A549 ARE-Fluc cells, CellTiter-Fluor viability, 18-24 h; Potency, µM (titrated, usually from 46 µM), without a hit: at the top dose activity change, negative = cytotoxicity, most hits filed as inhibitors; 390,000 compounds, 0.16% hits; also: potency is read from the fitted curve at half-maximal effect; % is scaled to controls: 0 for no effect and ±100 for the full control effect
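A549 ARE_Fluc cells in 5% FBS OPTI-MEM were exposed to compounds in concentration-response for 18-24 h at 37 deg C. Viability was read by CellTiter-Fluor fluorescence (Ex 405/Em 525) after 30 min, before the luciferase read.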
CCT modulator: changes cytosolic chaperonin activity. purified chaperonin ATPase assay, HTRF ADP detection, 30 min. activity change, % (no concentration beside the values), hits read low. 360,000 compounds, 0.3% hits; in the data active = activity change below about -30%; also: % is scaled to controls: 0 for no effect and ±100 for the full control effect
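We incubate TRiC, 40 or 20 nM final, with library compounds at 76 uM and 10 uM ATP for 30 min at 37 °C. ADP formed is detected with Transcreener HTRF reagents after 30 min at room temperature.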
Active calls of the source: *; i = inactive; ? = inconclusive; nt = not tested or not shown. Unless noted, calls follow the shape of the dose curve; as a rule, active = well fitted curve in the direction sought with a large enough effect; inconclusive = small, poorly fitted or top-dose-only effect, or another doubt; inactive = no such curve, though single readings can be large; an effect the other way counts as inactive or inconclusive.

[1] CC(NC(=O)C1CCN(S(=O)(=O)c2cc([N+](=O)[O-])ccc2Cl)CC1)c1ccccc1 (stereo unspecified)
[2] COC(=O)C1=C(C)NC2=C(C(=O)CC(C)(C)C2)C1c1cn(Cc2ccc(Br)cc2)nc1-c1ccccc1 (stereo unspecified)
[3] O=C1c2ccncc2C(=O)N1c1cccc(Cl)c1
[4] C=C(C)c1cccc(C(C)(C)NC(=O)NCC2CCCO2)c1 (stereo unspecified)
[5] Cc1ccc(NC(=O)CSCC#N)cc1

screen / no.	1	2	3	4	5
Nrf2 block	3.9%	12.6µM*	1.1%	nt	?
TGFb SMAD3 inh	4.3%	-11.4%	-12.2%	21.8%	-2.6%
Nrf2 activator	3.0%	-0.7%	-1.1%	0.0%	-0.9%
pAkt inh	i	i	i	i	i
HepG2 tox	4.6%	-8.4%	17.9%	2.7%	-36.0%
MmCpn inh	-1.3%	0.1%	0.4%	-1.9%	0.8%
S2 tox	i	i	i	?	i
A549 tox	-22.4%	-22.0%	-0.4%	2.6%	15.1%
CCT modulator	0.0	-0.3	3.0	1.4	-1.5

[6] Cc1ccc(C(=O)c2c3ccc([N+](=O)[O-])cc3[n+]([O-])n2CCC(N)=O)cc1
[7] COc1ccc(CNC(=O)N2[C@H]3CC[C@@H]2C=C(c2ccc(F)cc2OCc2ccccc2)C3)cc1OC
[8] CC(C)(C)NC(=O)Cn1nnc(-c2cccs2)n1
[9] O=C(O)CCCCCCC1C(=O)NC(=O)N1CCC(O)C1CCCCC1 (stereo unspecified)
[10] CNS(=O)(=O)c1ccc(Oc2ccc(S(=O)(=O)NC)cc2)cc1

screen / no.	6	7	8	9	10
Nrf2 block	4.0%	nt	nt	26.0%	nt
TGFb SMAD3 inh	?	7.0%	-6.0%	4.2%	-7.7%
Nrf2 activator	?	-0.5%	-0.3%	4.0%	2.4%
pAkt inh	i	i	i	i	i
HepG2 tox	-14.2%	-0.7%	2.8%	-2.4%	-41.7%
MmCpn inh	-6.8%	nt	1.7%	2.9%	-0.4%
S2 tox	?	?	i	i	i
A549 tox	-18.9%	nt	4.0%	-4.5%	-22.9%
CCT modulator	0.7	0.7	-1.1	-2.1	-4.6

[11] Cn1c(SCc2c(Cl)cccc2Cl)nnc1-c1cccs1
[12] CC(=O)Nc1ccc(S(=O)(=O)Nc2cccc(-c3csc(C)n3)c2)cc1
[13] CC(C)(C)NC(=S)N/N=C/c1c(Cl)cccc1Cl
[14] CCn1c(SCC(=O)Nc2cc(OC)ccc2OC)nc2c(c1=O)SCC2
[15] N/C(=N\OC(=O)c1cccc(C(F)(F)F)c1)c1cnccn1

screen / no.	11	12	13	14	15
Nrf2 block	-1.3%	?	-4.1%	?	?
TGFb SMAD3 inh	27.1%	-1.2%	-21.1%	0.0%	-15.5%
Nrf2 activator	2.0%	0.6%	1.8%	5.1%	?
pAkt inh	i	i	i	i	i
HepG2 tox	-21.0%	-23.2%	-25.1%	-5.3%	-11.7%
MmCpn inh	-2.7%	0.8%	2.2%	0.9%	0.9%
S2 tox	?	i	i	i	i
A549 tox	-8.9%	0.0%	-15.9%	0.7%	15.0%
CCT modulator	-5.3	-2.0	0.0	0.3	-6.9

[16] CCOc1ccc(Cc2c(C)[nH]c3ccc(C(=O)O)cc3c2=S)cc1
[17] CC(=O)Nc1cc[n+](CC(=O)c2cccc([N+](=O)[O-])c2)cc1
[18] Brc1ccc(NC(c2ccccc2)c2ccncc2)cc1 (stereo unspecified)
[19] COc1cccc(-c2noc(C3CCCN(C(=O)CC(C)(C)C)C3)n2)c1 (stereo unspecified)
[20] Cc1ccccc1CNC(=O)COc1ccccc1

screen / no.	16	17	18	19	20
Nrf2 block	2.3%	-21.4%	1.1%	5.8%	20.7%
TGFb SMAD3 inh	-0.4%	-0.6%	-19.9%	-24.1%	-2.1%
Nrf2 activator	-0.6%	-0.2%	3.7%	7.5%	2.6%
pAkt inh	i	i	i	i	i
HepG2 tox	10.1%	-22.9%	-22.9%	-31.6%	-37.5%
MmCpn inh	-2.6%	1.5%	-5.5%	1.8%	0.8%
S2 tox	i	nt	i	i	i
A549 tox	-3.3%	-5.7%	-1.5%	-2.5%	?
CCT modulator	-2.6	-1.7	-1.7	0.2	2.3

[21] CCCc1nc(SCC(=O)N2CCCc3ccccc32)c2c(=O)n(C)c(=O)n(C)c2n1
[22] CC[C@H](C)[C@H](NC(N)=O)C(=O)NCCc1ccc(OC)c(OC)c1
[23] COC(=O)CNC(=O)COC(=O)/C=C/c1ccc2ccccc2n1
[24] O=C(NC1CC2CCCC(C1)N2Cc1ccccc1)c1cccc(F)c1 (stereo unspecified)
[25] CC1CCCN(C(=O)Cn2nnc(-c3ccc(S(C)(=O)=O)cc3)n2)C1 (stereo unspecified)

screen / no.	21	22	23	24	25
Nrf2 block	?	?	-14.4%	-1.6%	-5.7%
TGFb SMAD3 inh	?	13.0%	18.8%	0.5%	0.1%
Nrf2 activator	0.0%	-0.6%	?	-0.4%	-0.2%
pAkt inh	i	i	i	i	i
HepG2 tox	-7.0%	0.6%	0.0%	-6.2%	-1.4%
MmCpn inh	1.3%	0.4%	0.4%	2.7%	-0.1%
S2 tox	i	i	i	?	i
A549 tox	7.2%	-10.0%	-2.4%	-0.3%	-3.2%
CCT modulator	-1.6	1.5	-1.0	-1.2	-2.3

[26] CSCCNC(=O)c1ccc(OC2CCN(S(=O)(=O)N(C)C)CC2)cc1
[27] Cc1csc2ncc(C(=O)N3CCCc4ccccc43)c(=O)n12
[28] CN(Cc1ccccc1)c1ccc(N2C(=O)CCC2=O)cc1[N+](=O)[O-]
[29] COc1ccc(CCNc2ncnc3c2[nH]c2cc(OC)c(OC)cc23)cc1OC
[30] COc1ccc(C(OCC(O)CNCCc2ccccc2)c2ccc(OC)cc2)cc1 (stereo unspecified)

screen / no.	26	27	28	29	30
Nrf2 block	-8.4%	8.3%	-6.9%	-5.2%	7.0%
TGFb SMAD3 inh	-18.8%	-14.0%	-0.5%	?	?
Nrf2 activator	-0.4%	0.2%	0.3%	7.0%	4.5%
pAkt inh	i	i	i	i	i
HepG2 tox	-1.3%	-10.1%	1.2%	1.6%	-76.3%
MmCpn inh	0.2%	-0.8%	1.7%	-3.7%	-0.1%
S2 tox	i	i	i	?	?
A549 tox	-4.9%	-11.5%	1.6%	6.0%	-13.7%
CCT modulator	-0.9	-0.8	0.0	-5.0	-2.0

[31] CCOc1cc(CNC(=O)Cn2c(-c3cccs3)cc3cc(F)ccc32)ccc1OC
[32] COc1ccc(/C=N/NC(=O)c2cc(=O)[nH]c3ccccc23)cc1OC
[33] CC(C)c1nc(SCC(=O)NC(=O)NC(C)(C)C)n[nH]1
[34] Cc1cc(NC(=O)Cn2nc(C(=O)O)c3ccccc3c2=O)c([N+](=O)[O-])cc1C
[35] CCCC(=O)c1ccc2c(c1)OCCO2

screen / no.	31	32	33	34	35
Nrf2 block	?	-5.7%	-3.4%	-1.9%	7.6%
TGFb SMAD3 inh	?	-6.1%	5.6%	7.0%	-10.9%
Nrf2 activator	13.5%	2.1%	-0.3%	-0.9%	-0.3%
pAkt inh	nt	i	i	i	i
HepG2 tox	-0.9%	-8.3%	4.2%	0.2%	-9.7%
MmCpn inh	nt	-4.2%	1.3%	1.0%	2.0%
S2 tox	?	i	i	i	i
A549 tox	-13.0%	6.4%	5.6%	-5.9%	-9.1%
CCT modulator	nt	2.3	-3.3	1.5	-3.5

Part of the list above in order of molar mass, lowest first:
[3] O=C1c2ccncc2C(=O)N1c1cccc(Cl)c1
[23] COC(=O)CNC(=O)COC(=O)/C=C/c1ccc2ccccc2n1
[28] CN(Cc1ccccc1)c1ccc(N2C(=O)CCC2=O)cc1[N+](=O)[O-]
[10] CNS(=O)(=O)c1ccc(Oc2ccc(S(=O)(=O)NC)cc2)cc1
[31] CCOc1cc(CNC(=O)Cn2c(-c3cccs3)cc3cc(F)ccc32)ccc1OC

screen / no.	3	23	28	10	31
Nrf2 block	1.1%	-14.4%	-6.9%	nt	?
TGFb SMAD3 inh	-12.2%	18.8%	-0.5%	-7.7%	?
Nrf2 activator	-1.1%	?	0.3%	2.4%	13.5%
pAkt inh	i	i	i	i	nt
HepG2 tox	17.9%	0.0%	1.2%	-41.7%	-0.9%
MmCpn inh	0.4%	0.4%	1.7%	-0.4%	nt
S2 tox	i	i	i	i	?
A549 tox	-0.4%	-2.4%	1.6%	-22.9%	-13.0%
CCT modulator	3.0	-1.0	0.0	-4.6	nt

(cont.)
[36] COc1ccccc1CNC(=O)C(CC(C)C)N1Cc2ccccc2C1=O (stereo unspecified)
[37] O=C1CC(N2CCN(Cc3ccccc3)CC2)C(=O)N1CCc1ccccc1 (stereo unspecified)
[38] O=C(COc1ccc(Br)cc1)N(Cc1cccs1)C1CCS(=O)(=O)C1 (stereo unspecified)
[39] COc1cccc(NC(=O)CN(C)C(=O)c2ccc(-c3cccc(C(F)(F)F)c3)o2)c1
[40] O=C(CSc1ccccc1)N1CCc2c([nH]c3ccccc23)C1c1ccc(F)cc1 (stereo unspecified)
[41] COc1cccc(NC(=O)Cn2c(CCC(=O)O)ccc2-c2ccc(Cl)cc2)c1

screen / no.	36	37	38	39	40	41
Nrf2 block	16.6%	nt	-22.8%	-17.1%	nt	6.4%
TGFb SMAD3 inh	-0.9%	-2.4%	5.7%	-0.9%	?	4.1%
Nrf2 activator	3.5%	0.3%	-0.5%	0.7%	6.0%	-0.5%
pAkt inh	nt	i	i	i	nt	i
HepG2 tox	-21.5%	-4.1%	6.2%	-30.7%	-22.1%	3.4%
MmCpn inh	nt	0.0%	-0.5%	-0.6%	nt	0.7%
S2 tox	nt	i	i	?	nt	i
A549 tox	1.0%	7.6%	1.3%	-8.0%	-16.1%	1.0%
CCT modulator	nt	-4.1	0.5	-0.7	nt	-1.4
